Cav3 T inh: blocks human Cav3.2 T-type calcium channel | O95180 | Cav3.2-expressing cells, Fluo-4 calcium fluorescence FDSS; stronger effect = lower value | B-score at 10 µM | hit rate 4% among 100,000;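 active = single-dose well whose peak fluorescence ratio is a statistical outlier from its plate by either plate-standardised score or position-corrected B-score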
Target sequence (O95180 whole entry, looked up): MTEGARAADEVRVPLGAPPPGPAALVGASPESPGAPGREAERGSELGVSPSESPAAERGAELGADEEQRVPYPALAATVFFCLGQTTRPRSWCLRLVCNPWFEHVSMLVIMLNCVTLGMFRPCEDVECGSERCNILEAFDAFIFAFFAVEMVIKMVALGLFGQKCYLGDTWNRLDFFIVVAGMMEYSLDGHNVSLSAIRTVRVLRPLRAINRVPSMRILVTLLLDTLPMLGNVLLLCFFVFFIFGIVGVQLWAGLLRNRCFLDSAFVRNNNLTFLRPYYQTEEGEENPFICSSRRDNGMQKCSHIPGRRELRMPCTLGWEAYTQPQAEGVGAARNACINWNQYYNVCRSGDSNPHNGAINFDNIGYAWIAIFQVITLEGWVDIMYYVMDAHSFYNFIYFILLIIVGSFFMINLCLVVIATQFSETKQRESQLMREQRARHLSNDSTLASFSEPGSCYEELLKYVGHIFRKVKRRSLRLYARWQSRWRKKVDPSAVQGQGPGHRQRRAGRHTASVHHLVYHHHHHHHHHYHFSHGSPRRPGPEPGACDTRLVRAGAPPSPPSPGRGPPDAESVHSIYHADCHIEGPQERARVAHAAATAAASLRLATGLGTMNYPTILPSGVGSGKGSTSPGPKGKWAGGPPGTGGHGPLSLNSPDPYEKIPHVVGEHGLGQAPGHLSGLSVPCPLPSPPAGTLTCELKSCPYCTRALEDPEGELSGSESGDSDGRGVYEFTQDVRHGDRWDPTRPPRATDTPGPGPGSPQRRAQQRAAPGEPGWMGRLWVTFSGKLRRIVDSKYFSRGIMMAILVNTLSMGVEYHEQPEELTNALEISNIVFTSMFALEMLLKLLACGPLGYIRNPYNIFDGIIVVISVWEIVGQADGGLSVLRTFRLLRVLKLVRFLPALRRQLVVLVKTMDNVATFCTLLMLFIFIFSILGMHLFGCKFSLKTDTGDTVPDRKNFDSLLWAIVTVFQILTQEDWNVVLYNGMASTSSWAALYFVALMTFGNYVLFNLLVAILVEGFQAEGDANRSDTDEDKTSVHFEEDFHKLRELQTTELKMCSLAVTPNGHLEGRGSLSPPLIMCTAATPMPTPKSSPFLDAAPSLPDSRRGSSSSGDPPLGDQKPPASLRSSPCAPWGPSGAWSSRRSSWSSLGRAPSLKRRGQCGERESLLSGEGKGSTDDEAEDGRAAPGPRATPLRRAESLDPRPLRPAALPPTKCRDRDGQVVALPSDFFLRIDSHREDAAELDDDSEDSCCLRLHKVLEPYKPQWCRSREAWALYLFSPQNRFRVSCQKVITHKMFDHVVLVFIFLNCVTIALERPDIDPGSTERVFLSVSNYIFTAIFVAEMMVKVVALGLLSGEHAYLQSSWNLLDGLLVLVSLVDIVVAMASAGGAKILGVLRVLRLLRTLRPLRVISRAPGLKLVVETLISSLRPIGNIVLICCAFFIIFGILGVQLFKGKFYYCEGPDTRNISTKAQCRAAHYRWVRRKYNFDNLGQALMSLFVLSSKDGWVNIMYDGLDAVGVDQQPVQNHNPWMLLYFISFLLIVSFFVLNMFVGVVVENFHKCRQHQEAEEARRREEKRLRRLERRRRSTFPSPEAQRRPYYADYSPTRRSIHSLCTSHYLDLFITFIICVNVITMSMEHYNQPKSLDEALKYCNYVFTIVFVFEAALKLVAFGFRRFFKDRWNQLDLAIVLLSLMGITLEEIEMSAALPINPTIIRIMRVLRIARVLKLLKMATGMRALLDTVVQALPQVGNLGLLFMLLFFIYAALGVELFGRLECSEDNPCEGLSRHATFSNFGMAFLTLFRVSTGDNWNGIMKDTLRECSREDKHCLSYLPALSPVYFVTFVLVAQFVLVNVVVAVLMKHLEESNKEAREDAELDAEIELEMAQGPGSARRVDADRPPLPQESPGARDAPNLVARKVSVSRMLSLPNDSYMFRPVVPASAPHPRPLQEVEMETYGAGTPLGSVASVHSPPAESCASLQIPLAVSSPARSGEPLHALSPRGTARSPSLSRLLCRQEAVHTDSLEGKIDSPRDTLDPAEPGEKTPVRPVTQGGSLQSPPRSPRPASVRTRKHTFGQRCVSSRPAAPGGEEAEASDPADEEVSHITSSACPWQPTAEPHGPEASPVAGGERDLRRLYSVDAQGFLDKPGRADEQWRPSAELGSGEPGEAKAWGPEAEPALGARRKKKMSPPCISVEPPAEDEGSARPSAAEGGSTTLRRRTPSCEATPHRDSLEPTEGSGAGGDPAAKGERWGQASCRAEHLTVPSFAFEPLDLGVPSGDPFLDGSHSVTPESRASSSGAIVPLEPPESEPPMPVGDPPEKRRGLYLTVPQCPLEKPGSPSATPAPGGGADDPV
* marks the source's active call; other numbers are inactive results. Only part of the results is shown; count on the stated rates, not on these rows.

mol	Cav3 T inh
CCCCNC(=O)NNC(=O)c1ccoc1C	-0.68
CCNC(=O)CN(CCc1ccccc1)S(=O)(=O)c1ccc(OC)cc1	1.4
CCOC(=O)CCCSc1nc2sc3c(c2c(=O)[nH]1)CCC3	-0.0096
CCN(C(=O)Cc1cccs1)c1nnc(-c2cc(OC)c(OC)c(OC)c2)s1	0.77
COc1ccc(NC(=O)Cn2c(=O)n(CC(=O)NCc3ccco3)c(=O)c3ccccc32)cc1	-0.95
O=C(CSc1nc2ccccc2[nH]1)N1CCCCC1	0.42
CSc1nc(N)nc(-c2cccs2)c1C#N	2.9
Cc1ccc(N(Cc2ccco2)C(=O)c2cccc(S(=O)(=O)N(C)C)c2)cc1	-4.3*
O=c1[nH]cnc2c1sc1nc3c(c(-c4ccc(Cl)cc4)c12)CCC3	2
COc1cc(C(=O)NCc2cn3cccc(C)c3n2)cc(OC)c1OC	1.2
Cc1ccc(Oc2nn[nH]n2)cc1	0.54
Cc1c(CCC(=O)O)c(=O)oc2cc3occ(-c4ccc(F)cc4)c3cc12	1.9
O=C(CN1C(=O)NC2(CCSC2)C1=O)N1CCN(c2ccc(F)cc2)CC1 (stereo not given)	-0.33
Nc1cc(OC(=O)c2cccs2)nn1S(=O)(=O)c1ccccc1	-0.14
NC(=O)CC1SC(N)=NC1=O (stereo not given)	-0.76
COc1ccc(NC(=O)CSc2nc3c(c(=O)n2-c2ccccc2OC)SCC3)cc1	0.026
COc1cccc(C(=O)Nc2ccc(N3CCN(S(C)(=O)=O)CC3)cc2)c1	0.46
O=S(=O)(Cc1ccccc1)Nc1ccc(S(=O)(=O)NCC2CCCO2)cc1 (stereo not given)	0.88
CCOC(=O)CCNC(=O)Nc1ccc2nc(C)n(Cc3cccc(Cl)c3)c(=O)c2c1	-2.7
Cc1cccc(-n2cnc3cc(C(=O)N4CCCCC4)ccc32)c1	0.77
CNC(C)C#Cc1ccc2sc3cc(OC)c(OC)cc3c(=O)c2c1 (stereo not given)	-1.1
COc1ccccc1C(=O)Nc1cc2ccccc2oc1=O	-0.015
COC(=O)C1=C(COc2ccccc2)NC(=O)NC1c1ccc(Cl)cc1 (stereo not given)	-0.55
COc1ccc2[nH]c(C)c(CCN(Cc3cccs3)C(=S)Nc3ccccc3)c2c1	-2.7
O=C(N/C(=C\c1ccc2c(c1)OCO2)C(=O)N1CCOCC1)c1cccs1	0.68
CC(OC(=O)c1cc(=O)[nH]c2ccccc12)c1ccccc1 (stereo not given)	-2.9
CC(C)CNC(=O)COc1ncnc2ccccc12	0.94
Cc1ccc(C2CC(c3ccccc3)n3ncnc3N2)cc1 (stereo not given)	-1
CC1CC(C)CN(C(=O)c2ccccc2Nc2ccc(SC(F)F)cc2)C1 (stereo not given)	-4.2*
O=C(CSc1nnc(-c2ccc(F)cc2)o1)Nc1ccccc1N1CCOCC1	-1.4
CC(C)c1ccc(OCC(=O)Nc2cccc3c2CCCC3)cc1	0.93
Cc1n[nH]c(=S)n1/N=C/c1ccc(Br)o1	0.83
Cc1ccc2c(c1)c1c(n2CC(O)Cn2ccnc2C)C(=O)CCC1 (stereo not given)	1.3
CC1CCc2c(sc(NC(=O)Cn3nc(C(F)(F)F)c4c3CCCCC4)c2C#N)C1 (stereo not given)	-0.62
CCOC(=O)CN(C(=O)CSc1nnc(CNc2ccc(F)cc2)n1CC)c1ccc(F)cc1	-1.5
COC(=O)c1c(CSc2ccc(Cl)cc2)noc1C(=O)NCc1ccco1	-1.4
O=C(CSc1ncnc2c1oc1ccccc12)Nc1ccccc1C(F)(F)F	1.5
c1cncc(Nc2nc(-c3cccnc3)cs2)c1	0.089
O=S(=O)(c1ccc(NCC2CCCCC2)nc1)N1CCOCC1	-0.66
COc1ccc(CNC(=O)C2CCC(CNc3c(N4CCOCC4)c(=O)c3=O)CC2)cc1 (stereo not given)	0.42
O=C(Cn1c(=O)n(CC2CCCO2)c(=O)c2ccccc21)c1ccc(Cl)c(Cl)c1 (stereo not given)	-0.019
CN(C)c1nc(NS(=O)(=O)c2ccc(Cl)cc2)nc(N(C)C)n1	0.25
CCO[C@@H]1OC(C(=O)N2CCOCC2)=C[C@H](c2cn(C(C)=O)c3ccccc23)[C@H]1CCCO	0.55
Cc1ccc2cc(CN(CCO)Cc3nnnn3Cc3ccc(F)cc3)c(=O)[nH]c2c1	0.092
CCCN(CCC)C(=O)Cn1c(=O)n(CCC(=O)NCCc2ccccc2)c(=O)c2ccccc21	1.9
CC(C)(C)[C@H]1C=C(C(=O)N2CCOCC2)O[C@@H](OCc2ccc(CO)cc2)C1	0.7
CN(CC(=O)Nc1cccnc1)S(=O)(=O)c1cc(Cl)ccc1Cl	-1.2
COc1ccc(C2CC(C(F)(F)F)n3ncc(C(=O)Nc4cccc(O)c4)c3N2)cc1OC (stereo not given)	0.6

Some of these compounds in order of SMILES length, falling:
mol	Cav3 T inh
COc1ccc(NC(=O)Cn2c(=O)n(CC(=O)NCc3ccco3)c(=O)c3ccccc32)cc1	-0.95
CCCN(CCC)C(=O)Cn1c(=O)n(CCC(=O)NCCc2ccccc2)c(=O)c2ccccc21	1.9
O=C(Cn1c(=O)n(CC2CCCO2)c(=O)c2ccccc21)c1ccc(Cl)c(Cl)c1 (stereo not given)	-0.019
CC1CCc2c(sc(NC(=O)Cn3nc(C(F)(F)F)c4c3CCCCC4)c2C#N)C1 (stereo not given)	-0.62
Cc1ccc(N(Cc2ccco2)C(=O)c2cccc(S(=O)(=O)N(C)C)c2)cc1	-4.3*
COc1cccc(C(=O)Nc2ccc(N3CCN(S(C)(=O)=O)CC3)cc2)c1	0.46
O=c1[nH]cnc2c1sc1nc3c(c(-c4ccc(Cl)cc4)c12)CCC3	2
O=C(CSc1nnc(-c2ccc(F)cc2)o1)Nc1ccccc1N1CCOCC1	-1.4
CN(C)c1nc(NS(=O)(=O)c2ccc(Cl)cc2)nc(N(C)C)n1	0.25
O=C(CSc1ncnc2c1oc1ccccc12)Nc1ccccc1C(F)(F)F	1.5
CN(CC(=O)Nc1cccnc1)S(=O)(=O)c1cc(Cl)ccc1Cl	-1.2
CNC(C)C#Cc1ccc2sc3cc(OC)c(OC)cc3c(=O)c2c1 (stereo not given)	-1.1
Cc1cccc(-n2cnc3cc(C(=O)N4CCCCC4)ccc32)c1	0.77
CC(OC(=O)c1cc(=O)[nH]c2ccccc12)c1ccccc1 (stereo not given)	-2.9
CSc1nc(N)nc(-c2cccs2)c1C#N	2.9
Cc1ccc(Oc2nn[nH]n2)cc1	0.54

The results go on:
mol	Cav3 T inh
COc1cccc(/C=N/n2c(-c3ccco3)nc3ccccc3c2=O)c1	1.6
CC(=O)N(Cc1cccnc1)Cc1cc2ccc(C)cc2[nH]c1=O	1.3
CCCC1(c2ccccc2)NC(=O)N(CC(=O)Nc2sc(-c3ccccc3)cc2C(=O)OCC)C1=O (stereo not given)	-0.58
Cc1ccc(C(C(=O)NC2CCCCC2)N(C(=O)Cc2c[nH]c3ccccc23)c2ccccc2)o1 (stereo not given)	-1.8
COc1ccc(Cc2nc(-c3cccc(C)c3)no2)cc1	-0.66
COc1cccc(CN(Cc2ccco2)S(=O)(=O)c2ccc(S(=O)(=O)NCc3ccccc3)cc2)c1OC	-2.6
Cc1c(NC(=O)CSc2nc3ccc(Cl)cc3[nH]2)c(=O)n(-c2ccccc2)n1C	0.47
Oc1ccc(/C=C/c2nc(-c3ccccc3O)n(-c3ccccc3)n2)cc1	-0.2
CCC1CCCCN1Cc1ccc(OC)c(C)c1C (stereo not given)	-0.038
CC(C)(C)C(=O)/C(=C\c1ccc([N+](=O)[O-])cc1)n1cncn1	-0.18
Cc1ccc(NC(=O)N/C=C/c2ccccc2)cc1	-0.83
CC(C)c1ccc(NC(=O)C(c2ccccc2)N2CCC3(CC2)OCCO3)cc1 (stereo not given)	-7.4*

(list continues)
SMILES | Cav3 T inh
Cc1ccc(C(=O)Oc2csc(=S)n2C(=O)c2ccc(C)cc2)cc1 | 0.37
COc1ccc(NC(=O)c2ccccc2NC(=O)CSc2ccc(Cl)cc2)cc1 | -1
COc1ccc(NC(=O)c2ccccc2NC(=O)COc2ccccc2)cc1 | -0.65
Cc1cccc(N(Cc2nnc3n2CCCCC3)C(=O)Nc2ccccc2)c1 | -0.0041
O=C(NCC(c1cccs1)N1CCOCC1)c1ccco1 (stereo not given) | -0.04
C=CCN(c1ccccc1)S(=O)(=O)c1cccc(C(=O)O)c1 | -1
O=C(Cn1nnc2ccccc2c1=O)NC1CCCc2ccccc21 (stereo not given) | 1.4
O=C(COC(=O)C1CC1)Nc1ccc(OC(F)F)cc1 | 0.15
COCC(C)n1c(C)cc(C(=O)CSc2nnc(Nc3ccccc3F)s2)c1C (stereo not given) | -5.5
COC(=O)[C@@]1(Cc2ccc(OC)cc2)[C@H]2c3cc(C(=O)N(C)C)n(Cc4ccc(OC(F)(F)F)cc4)c3C[C@H]2CN1C(=O)c1ccccc1 | -0.73
Oc1ccc(-c2nc3ncccn3c2Nc2ccc3c(c2)OCCO3)cc1 | -0.083
Cn1cccc1C(=O)NS(=O)(=O)c1ccccc1Cl | -0.32
CN(c1ccc(C(=O)NCc2ccncc2)cc1)S(C)(=O)=O | -0.41
Cc1ccc(CN(C(=O)c2sc3ccccc3c2Cl)C2CCS(=O)(=O)C2)cc1 (stereo not given) | -2.7
COc1ccc(S(=O)(=O)N(CC(C)C)CC(C)C)c2cccnc12 | 0.011
COc1ccc(C(=O)COC(=O)CNC(=O)C2CCCCC2)c(OC)c1 | -0.5
O=C(OCC(=O)N1CCCC1)c1ccccc1OCc1ccccc1 | 0.21
CC1(C)CC(=O)C2=C(C1)NC(SCC(=O)Nc1ccccc1)=C(C#N)C2c1ccco1 (stereo not given) | -1.1
N#C/C(=C\C1CC=CCC1)c1nc2ccccc2[nH]1 (stereo not given) | -1.4
CCOc1ccc(C2=CS/C(=C(\C#N)c3nnc4n3CCCCC4)N2CC)cc1 | -0.17
Cc1oc(CC(C)C)cc1C(=O)Nc1cccc2ccccc12 | -2.1
Cc1cccc(NC(=O)CSc2nnc(-c3ccco3)o2)c1 | -0.014
CCC(=O)N1CCN(CCN=CC2=C(O)CC(C)(C)CC2=O)CC1 | 1.5
CCOC(=O)c1cc(C)n(-c2c(C)n(C)n(-c3ccccc3)c2=O)c1C | 0.099
Brc1ccc(-c2nnc(-c3ccccc3Br)o2)cc1 | -0.012
Cc1ccc(NC(=O)c2ccc(CSc3ccccn3)cc2)cc1 | -0.16
Cc1ccc2cccc(S(=O)(=O)Nc3c(C)n(C)n(-c4ccccc4)c3=O)c2n1 | -1.2
Cc1cccc(-c2oc(C)c(C)[n+]2[O-])c1 | 0.065
CCOc1ccccc1NC(=O)C1CCCN(S(=O)(=O)c2cccc3nsnc23)C1 (stereo not given) | 0.15
Cc1nc2cc(CO)ccc2s1 | -0.89
Cc1nnsc1NC(=O)OCc1ccc(C(C)(C)C)cc1 | -0.11
Cc1cccc(NCN2C(=O)C3C4C=CC(C4)C3C2=O)c1 (stereo not given) | 0.15
CCOc1ccccc1-c1nc(-c2ccc(NC(=O)Cc3ccccc3OC)cc2)no1 | -3.8
CCN(c1ccc(NC(=O)COC(=O)c2cccs2)cc1)C(C)C | -3.9
CC1CC(N(C(=O)c2ccco2)c2ccccc2)c2ccccc2N1C(=O)c1ccco1 (stereo not given) | -5.3*
COc1ccc(CNC(=O)CCNS(=O)(=O)c2ccc(C)cc2)cc1 | 0.68
Cc1[nH]nc(N=CC2=C(O)CC(c3ccco3)CC2=O)c1-c1ccc(Cl)cc1 (stereo not given) | 0.38
CN(C(=O)CSc1ccccc1C(=O)O)C1CCCCC1 | 0.7
COC(=O)c1c(-c2cccs2)csc1NC(=O)CN1CCOCC1 | 0.12
Cc1ccc(OC(=O)c2ccc3snnc3c2)cc1 | 0.02
CC1Cc2ccccc2N1C(=O)CSc1nnc(-c2ccc(S(=O)(=O)N3CCCC3)cc2)o1 (stereo not given) | 0.027
O=S(=O)(NCc1cn2ccccc2n1)c1cc(F)ccc1F | -0.43
Cc1nc(C)c(-c2csc(NCc3ccccc3)n2)s1 | -1.1
C=CCn1c(SCC(=O)Nc2cc(C)ccc2C)nnc1-c1cnccn1 | 0.52
CCCC1Cc2c(sc3ncnc(N)c23)CO1 (stereo not given) | -0.92
COc1ccc(C(=O)NCCn2ccc3ccccc32)c(OC)c1 | -0.93
COc1ccc(C2C(C(=O)NCc3ccco3)CCC(=O)N2c2ccc(OC)cc2)cc1 (stereo not given) | -0.2
COc1ccc(O)c(C=Nc2cc(C)on2)c1 | 0.33
CN1CCN(CCCCC(=O)c2ccccc2)CC1 | -0.21
Cc1cc(OCC(=O)N2CCOCC2)ccc1NC(=O)C1CCCCC1 | 0.024
CCn1c(=O)c(-c2ccccc2)c(O)c2ccccc21 | -0.035
CCOC(=O)c1cnn(-c2nc(-c3cccc(F)c3)cs2)c1C(F)(F)F | 1.6
O=C(NC1CCCCC1)N1CCN(Cc2nc3ccccc3c(=O)[nH]2)CC1 | 0.94
O=C(NC1CCCC1)C(c1ccccc1)N(Cc1ccco1)C(=O)Cc1cccs1 (stereo not given) | -6.2*
COc1cc(NS(=O)(=O)c2ccc(N/C=C(\C=O)c3nc4cc(Cl)ccc4o3)cc2)nc(OC)n1 | 1.2
COCc1nc2ccccc2n1CCCOc1ccccc1 | -1.1

Remaining list, next part.
SMILES | Cav3 T inh
COCC(=O)Nc1nnc(COc2ccc(Cl)cc2)s1 | 0.35
C=CCn1c(SCC(=O)Nc2ccc(N(C)C)cc2)nnc1-c1cccc(C)c1 | -0.059
C1=CCC(/C=N/n2cnnc2)CC1 (stereo not given) | 1.4
CCn1c(SCC(=O)Nc2ccc(C(=O)OC)cc2)nc2cccnc21 | -0.27
CCOc1ccc(-c2nnn(CC(=O)Nc3cc(OC)cc(OC)c3)n2)cc1OCC | -0.094
Cc1nc2ccccc2c(=O)n1NC(=O)Cc1ccc(Br)cc1 | 0.15
COc1cc(C(C)=O)ccc1OCC(=O)c1cc(C)n(C2CC2)c1C | 0.0068
c1ccc(Oc2cccc(OCCCCSc3ncccn3)c2)cc1 | -1.7
CNC(=O)c1ccccc1-c1ccccc1 | -0.098
COc1ccc(/C(O)=C2/C(=O)C(=O)N(CCN3CCOCC3)C2c2cccnc2)cc1OC (stereo not given) | 0.17
c1ccc(-n2c(-c3ccncc3)nnc2-c2ccco2)cc1 | 0.78
CC1CCC(C(C)C)C(OC(=O)CSc2n[nH]c(=O)[nH]c2=O)C1 (stereo not given) | -1.3

Compound activity as filed in PubChem BioAssay.
